Bioassay records from PubChem BioAssay.
Arrestin-AP2 inh – inhibitors of beta-arrestin/AP2 binding, primary screen, biochemical, GPCR trafficking, flow cytometry; beta-arrestin 1 C-terminal peptide binding to AP2 beta2-adaptin appendage (human); FITC-arrestin peptide / GST-AP2 beads; AP2 beta2 appendage carries R879A mutation; inhibition, % at 10 µM; 0.31% of 340,000 active;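 active = inhibition above a set limit, near 3 SD of compounds lacking own fluorescence, cut at about 54% in these data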;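 note: plate controls were DMSO wells for no effect and 5 µM unlabelled arrestin peptide for full effect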
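System: GST-tagged AP2 beta2-adaptin appendage (R879A) on 4 µm glutathione beads / Reagent: FITC-arrestin peptide, 50 nM / Detection: HyperCyt-sampled flow cytometry, FL1 channel, ex 488/em 535 nm / Timing: 12 min plus 1 h, RT / Buffer or medium: PBS plus Tween 20 (0.05%) and BSA (0.1%)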
MOR-DOR ag – agonists of OPRM1-OPRD1 heterodimerization, primary screen, cell-based, luminescence; Mu-type opioid receptor (Homo sapiens) + Delta-type opioid receptor (Homo sapiens), …; cells; activation, % at 9.3 µM; 0.3% of 340,000 active; AID 504326, 2011; in the data active = activation above about 18%;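 note: 0% = vehicle-treated cells and 100% = reference agonist; values of inactives mirror those of a sister screen read the other way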
AddAB inh – growth inhibition of E. coli expressing H. pylori AddAB, primary screen, AddAB inhibitor project, absorbance. inhibition, % at 11.9 µM. 0.29% of 330,000 active; in the data active = inhibition above about 12%;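 note: 0% = vehicle wells of infected cells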
Mot1-301 SUMO – yeast Mot1-301 growth rescue at high temperature, primary screen, SUMOylation pathway inhibitor project, S. cerevisiae, ATP luminescence, 38.5C. S. cerevisiae Mot1-301 growth rescue; percent above DMSO median, 100 means doubled. growth rescue, % at 18.8 µM. 1% of 320,000 active;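 active = every valid replicate shows activation above 250% relative to neutral control wells; inactive = the rest, any valid replicate at or below 250%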;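 note: OY570 slx delta 5 strain wells were the positive control but not used for scaling; some compounds called inactive have numbers as strong as hits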
Tat transport – E. coli Tat export inhibitors, primary screen, MC4100, TorA-mCherry reporter, fluorescence, single point; inhibition, % at 10 µM; 0.036% of 340,000 active;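 active = mean replicate inhibition at least 50% and at least half of replicates individually reaching 50%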;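 note: exported cargo escapes ClpAP degradation while cytoplasmic cargo is degraded and loses fluorescence; 0% = median of neutral control wells and 100% = median of NaSCN control wells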
phage Ecoli inh – growth loss of phage-infected E. coli, primary screen, RecBCD inhibitor project, absorbance, with phage, HTS; inhibition, % at 11.9 µM; 0.26% of 360,000 active; AID 651602, 2012; in the data active = inhibition above about 11%
Ecoli viability – E. coli V3065 growth inhibition, primary screen, counter-screen for AddAB inhibitor project, absorbance, OD600; 18 h; inhibition, % at 11.9 µM; 0.27% of 330,000 active; AID 449728, 2010;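 active = inhibition above the campaign's mean inhibition across all tested compounds plus 3 SD, cut at about 9.9% in these data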;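 note: uninfected addAB+ strain grown without phage in ampicillin broth; 0% = DMSO wells and 100% = ciprofloxacin 0.95 µg/ml wells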
PKA-R1A act – activators of PKA-R1A holoenzyme, primary screen, biochemical, fluorescence polarization, Cy5-IP20, bovine R1A, mouse PKAc; activation, % at 11.4 µM; AID 504707, 2011; PKA-R1A dissociation; scaled: DMSO 0%, 113 µM cGMP 100%; 0.083% of 340,000 active; cAMP-dependent protein kinase type I-alpha regulatory subunit (Bos taurus) + …;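 active = percent activation above the mean of all tested compounds plus 3 SD, cut at about 19% in these data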;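 note: higher means more PKAc released from R1A so a rise in polarization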
PfHsp90 yeast 2 – growth inhibition of PfHsp90-expressing yeast, primary screen, antimalarial PfHsp90 inhibitor project, S. cerevisiae, BacTiter-Glo luminescence, single point, set 2. BacTiter-Glo ATP, 48 h; yeast lacking PDR1 and PDR3 efflux regulators. inhibition, % at 9.4 µM. 0.32% of 310,000 active. AID 504621, 2011;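 active = every replicate shows inhibition above about 80%, whatever the replicate mean, limit read from the data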;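 note: 0% = DMSO neutral controls and 100% = 20 µM radicicol positive controls; yeast relying on Plasmodium falciparum Hsp90 in place of its own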
Pemphigus Ab inh – inhibitors of pemphigus antibody binding to DSG3, primary screen, biochemical, bead-based, flow cytometry, scFv-GFP. DSG3-coupled beads, scFv-anti-DSG3-GFP binding; hits give low values. 0.48% of 310,000 active. binding (percent of control), % at 10 µM;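 active = binding more than 3 SD below its plate's average and above zero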;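 note: hits lower antibody fragment binding to DSG3; some compounds called inactive have numbers as strong as hits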
Target sequence (P32926 whole entry, looked up, the tested form may be a part): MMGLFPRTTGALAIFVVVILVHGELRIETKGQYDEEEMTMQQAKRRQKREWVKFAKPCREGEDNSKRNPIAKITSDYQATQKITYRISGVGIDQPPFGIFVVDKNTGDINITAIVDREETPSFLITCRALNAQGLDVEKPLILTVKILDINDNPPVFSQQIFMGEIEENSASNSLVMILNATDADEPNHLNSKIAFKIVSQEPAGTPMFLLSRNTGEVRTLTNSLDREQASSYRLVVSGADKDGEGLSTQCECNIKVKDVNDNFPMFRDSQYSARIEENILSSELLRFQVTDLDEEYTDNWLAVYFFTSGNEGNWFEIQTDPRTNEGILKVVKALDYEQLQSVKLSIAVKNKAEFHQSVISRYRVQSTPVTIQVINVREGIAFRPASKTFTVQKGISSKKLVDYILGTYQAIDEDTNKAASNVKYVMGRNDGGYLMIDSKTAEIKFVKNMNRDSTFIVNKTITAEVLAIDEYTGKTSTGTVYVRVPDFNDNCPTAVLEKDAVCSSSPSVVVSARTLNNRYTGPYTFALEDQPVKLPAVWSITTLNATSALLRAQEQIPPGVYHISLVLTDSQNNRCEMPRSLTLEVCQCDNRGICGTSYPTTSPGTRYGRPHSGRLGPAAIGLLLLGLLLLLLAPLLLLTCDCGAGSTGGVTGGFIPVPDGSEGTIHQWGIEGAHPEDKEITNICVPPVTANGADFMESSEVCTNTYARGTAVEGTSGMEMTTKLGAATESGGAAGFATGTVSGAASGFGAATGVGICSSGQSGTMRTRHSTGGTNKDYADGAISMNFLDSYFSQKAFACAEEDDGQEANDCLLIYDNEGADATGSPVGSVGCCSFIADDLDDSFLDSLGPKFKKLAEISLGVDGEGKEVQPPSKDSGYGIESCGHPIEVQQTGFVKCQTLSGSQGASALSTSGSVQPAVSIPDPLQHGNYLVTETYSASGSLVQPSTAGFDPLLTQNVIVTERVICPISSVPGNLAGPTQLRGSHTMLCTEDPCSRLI
OPRM1-OPRD1 inv – inverse agonists of MOR-DOR heterodimerization, primary screen, cell-based, luminescence; Mu-type opioid receptor (Homo sapiens) + Delta-type opioid receptor (Homo sapiens), …; cell-based MOR-DOR heterodimer luminescence, inverse agonism; inhibition, % at 9.3 µM; 0.21% of 340,000 active; AID 504357, 2011; in the data active = inhibition above about 22%, passing the limit was not always enough;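 note: 0% = cells with DMSO and 100% = wells without cells with DMSO; values of inactives mirror those of a sister screen read the other way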
An asterisk follows results filed as active; · = not tested or not shown.

Preview, 2 compounds:
SMILES,Arrestin-AP2 inh,MOR-DOR ag,AddAB inh,Mot1-301 SUMO,Tat transport,phage Ecoli inh,Ecoli viability,PKA-R1A act,PfHsp90 yeast 2,Pemphigus Ab inh,OPRM1-OPRD1 inv
CCC1CCCCN1CCCNC(=O)c1ccc2c(=O)n(Cc3ccc(OC)cc3)c(=O)[nH]c2c1 (centres undefined),·,-0.8,0.2,-1.9,6.2,0.8,1.2,-6.9,-10.3,108.9,4.2
O=C(NC(=S)NNC(=O)c1ccccc1F)c1cccnc1,44.5,·,-2.1,-3.1,·,-5.1,-4.5,·,·,103.3,·

The whole of this part (from the top)
SMILES,Arrestin-AP2 inh,MOR-DOR ag,AddAB inh,Mot1-301 SUMO,Tat transport,phage Ecoli inh,Ecoli viability,PKA-R1A act,PfHsp90 yeast 2,Pemphigus Ab inh,OPRM1-OPRD1 inv
CCC1CCCCN1CCCNC(=O)c1ccc2c(=O)n(Cc3ccc(OC)cc3)c(=O)[nH]c2c1 (centres undefined),·,-0.8,0.2,-1.9,6.2,0.8,1.2,-6.9,-10.3,108.9,4.2
O=C(NC(=S)NNC(=O)c1ccccc1F)c1cccnc1,44.5,·,-2.1,-3.1,·,-5.1,-4.5,·,·,103.3,·
N/C(=N\OC(=O)c1ccco1)c1cccnc1,-4.3,1.1,2.1,45.4,-12.0,4.7,-1.7,-18.9,5.2,96.9,-6.2
Cc1ccc(NC2CCCN(C(=O)CCC(=O)c3ccccc3)C2)cc1C (centres undefined),6.1,1.8,·,·,-5.8,-0.2,·,3.6,-8.2,79.1,-9.0
COc1ccc(/C=N/NC(=O)C2c3ccccc3-c3ccccc32)cc1,-2.4,-0.4,4.3,-9.7,-3.6,2.7,1.2,-9.7,7.7,·,2.1
O=C(CCN1CCc2ccccc2C1)Nc1ccc(F)c(F)c1,-10.0,-1.0,6.7,386.2,9.3,3.0,2.3,5.7,10.7,103.1,5.5
CC(=O)Nc1ccc(NC(C)=O)c(NC2OCC(O)C(O)C2O)c1 (centres undefined),26.8,-0.3,-0.8,205.7,-12.1,2.2,-0.5,4.8,-8.5,98.3,1.6
COc1ccccc1CNC(=O)C1CCCN(S(C)(=O)=O)C1 (centres undefined),3.3,-1.3,-0.9,-4.7,-0.9,2.0,-0.7,-2.8,5.1,99.7,7.5
O=C(COC(=O)c1ccccn1)NCc1ccccc1Cl,-1.6,-3.3,-0.2,-0.5,-0.9,4.1,0.5,-4.2,11.2,73.2,17.5
CCCS(=O)(=O)c1c(S(=O)(=O)CCC)c2c(N)cccn2c1C(=O)c1ccc(F)cc1,13.4,-4.3,3.2,8.8,4.2,-0.2,-1.2,-5.5,-2.6,·,22.9
Cc1noc(C)c1S(=O)(=O)N1CCC(C(=O)N2CCN(C(=O)c3ccco3)CC2)CC1,-9.1,-0.3,0.9,67.2,-0.3,2.3,0.6,-0.8,12.8,98.2,1.8
CCN(CC)S(=O)(=O)c1ccc(N2CCN(S(=O)(=O)c3ccc4c(c3)OCCO4)CC2)nc1,5.7,-1.0,-0.4,5.5,-1.0,1.3,0.4,-19.6,-6.8,104.2,5.5
O=C(Cc1ccc(NC(=O)C2CCN(C(=O)c3ccccc3)CC2)cc1)Nc1ccc(C(=O)N2CCOCC2)cc1,-8.1,-2.3,·,·,-10.6,-0.2,·,2.1,-8.7,98.0,10.5
CCOC(=O)C1=C(COC(=O)C(C)(C)Oc2ccc(Cl)cc2)NC(=O)NC1C (centres undefined),18.9,0.9,-0.6,-1.3,12.4,-0.9,-0.9,7.4,4.4,·,-3.8
COc1ccc(-c2cn3c(C)c(C(=O)N4CCc5ccccc5C4)sc3n2)cc1,10.4,0.5,-2.6,-0.8,-1.4,·,-4.7,13.7,-61.2,99.7,-2.8
Cc1c(NC(=S)NC(=O)CCc2ccccc2)c(=O)n(-c2ccccc2)n1C,-12.8,-1.5,4.4,46.0,7.6,0.9,0.3,-0.8,-0.2,110.7,7.6
CC(C)c1ccc(CSc2ccc(S(=O)(=O)N3CCOCC3)cn2)cc1,25.8,-1.2,-0.8,22.0,-0.5,0.3,-1.1,4.0,-1.8,98.6,4.6
Cc1cc(C)c(NC(=O)c2cccc3c2C(=O)N(C2CCCCC2)C3)c(C)c1,25.7,1.0,3.7,-33.9,3.8,·,-2.6,9.3,-32.9,95.3,-5.0
O=C(CSc1nnc(-c2ccncc2)o1)NCc1ccccc1Cl,5.3,-2.0,-0.4,-3.2,9.5,2.2,-2.4,-16.0,3.8,102.7,10.5
CCOC(=O)[C@@H]1[C@H]2COc3cc(OC)ccc3[C@@H]2N2C(=O)N(c3ccccc3)C(=O)[C@@]12C,0.1,-2.1,3.0,5.1,7.4,3.0,-1.1,-1.4,14.4,99.7,12.1
COc1cc(C)nc(-c2csc(C)n2)n1,13.0,0.2,-3.8,-14.6,-11.4,-1.3,-6.2,-10.6,12.0,110.4,-1.1
Nc1ccccc1OCP(=O)(c1ccccc1)c1ccccc1,-0.7,-0.7,-1.8,5.5,-19.6,4.4,-1.5,-4.7,3.2,94.9,5.2
CC(=O)Nc1ccc(S(=O)(=O)N2C3CCCC2CC(NC(=O)C2CCCCC2)C3)cc1 (centres undefined),-4.3,0.8,-0.4,4.5,0.1,4.0,0.5,-0.8,0.6,99.3,-4.1
Nc1c(Br)cc(Br)c(N2CCCC2=O)c1Br,7.8,-1.7,2.9,·,-0.2,4.0,0.8,-6.9,-6.5,97.2,9.6
CCCn1c(SCC(=O)NCc2ccc(Cl)cc2)n[nH]c1=O,0.1,-1.6,-1.5,116.0,-9.7,-0.8,-1.1,-5.4,10.4,92.2,7.1
CC(=O)NCCCc1nc2ccccc2n1Cc1ccccc1C,-2.8,-1.1,-1.3,-6.7,-2.7,2.5,1.2,-7.0,·,100.5,6.2
CC(=O)Nc1ccc(Oc2ccccc2)cc1,-10.7,-4.2,2.1,8.1,6.5,1.1,-1.7,-14.6,1.5,86.8,22.0
COc1ccc(C(=O)COC(=O)[C@@H](NS(=O)(=O)c2ccccc2)C(C)C)cc1,8.1,-2.3,0.4,2.6,25.6,2.7,1.7,-6.2,·,93.3,12.3
CCn1c2c(c(=N)c3c1CCC3)CCCC2,-5.6,·,-2.3,18.7,·,1.6,1.7,·,·,109.1,·
O=C(CCN1C(=O)C2C3C=CC(C4CC34)C2C1=O)Oc1ccccc1 (centres undefined),9.5,0.4,2.0,-20.5,-7.9,1.7,-1.2,-13.6,·,89.5,-3.1
O=C(Nc1oc2ccccc2c(=O)c1-c1ccc(Br)cc1)c1ccco1,2.0,-2.5,1.0,-18.5,8.8,2.7,-2.2,0.0,-2.9,·,12.8
COc1cc(CC(NC(C)=O)C(=O)NC2CCN(c3c(Cc4ccccc4)c(C)nc4ncnn34)CC2)cc(OC)c1 (centres undefined),2.5,-1.3,-0.5,-1.9,-8.8,-0.2,-1.3,-3.3,6.5,103.6,6.7
CC(=O)c1ccc(OC(=O)c2nc(-c3ccccc3)oc2C)cc1,17.8,2.0,3.1,90.5,1.2,-1.2,-1.1,-1.8,4.5,116.8,-16.4
Cc1nc2c(cc1NC(=O)c1ccccc1)nc(C)n2Cc1ccccc1,-8.0,-3.0,2.2,-0.8,-5.1,-0.2,1.4,-0.3,-5.0,100.1,14.1
O=C(NC1CCCCC1)C(c1cccs1)N(C(=O)Cc1c[nH]c2ccccc12)c1ccc(F)cc1 (centres undefined),14.3,1.9,-1.5,40.0,-0.9,5.5,3.9,-1.9,-32.5,92.8,-9.1
c1ccc(Oc2nc(-c3cccnc3)nc3ccccc23)cc1,-5.7,-2.4,0.2,39.6,-3.6,0.3,-3.3,-8.4,-10.6,105.8,12.1
O=C(Cc1ccc([N+](=O)[O-])cc1)Nc1cc(C(F)(F)F)cc(C(F)(F)F)c1,-0.9,3.5,1.8,3.1,-3.4,2.2,2.4,-1.8,5.3,97.6,-18.0
COc1cc(-c2nnc(SCC#CCO)o2)cc(OC)c1OC,4.7,-0.2,1.1,966.6*,-0.3,1.9,0.1,-0.3,·,112.1,1.3
Cc1ccnc(NC(=O)CNC(=O)c2ccccc2Br)c1,23.9,-8.2,-0.9,-1.7,-9.7,-0.1,-2.4,-2.5,24.3,111.0,26.9
CN(C(=O)c1cccc(NC(=O)Cc2ccc([N+](=O)[O-])cc2)c1)C1CCCCC1,34.1,4.6,0.4,17.7,-7.4,1.8,1.1,2.5,7.9,98.5,-26.4
O=C(N/N=C1\CC2CC=CC12)c1ccc(COc2ccccc2)cc1 (centres undefined),21.8,-0.9,6.0,126.4,-6.2,1.7,-0.9,3.4,-2.1,104.7,6.0
Cc1ccccc1N(CC(=O)N1CCCC1)S(=O)(=O)c1ccc(Cl)cc1,8.4,-2.1,0.3,-5.9,0.2,-0.6,0.7,-4.6,-9.3,106.0,11.2
C1CCC(C23CC4CC(CC(C4)C2)C3)NC1 (centres undefined),17.0,-1.9,1.9,-20.0,-9.2,2.7,2.4,-1.6,-2.7,103.2,11.8
COc1ccc(C(=O)NCCCNC(=O)c2cnccn2)cc1Br,-8.1,0.2,1.5,-9.0,-1.4,-1.0,-1.8,-8.7,-5.9,120.0,-1.3
Cc1ccc(C(=O)NC2CCCCNC2=O)cc1C (centres undefined),14.1,-0.5,2.8,0.5,-12.2,0.8,1.0,-16.2,-5.0,·,2.5
Cc1cc(=O)n2c(c1C#N)SC1CCCCC12O (centres undefined),-8.8,-0.2,-1.0,3.8,-4.0,0.1,-3.0,-6.0,-25.9,104.9,1.2
Cc1ccc(C(C(=O)NC2CCCCC2)N(C(=O)c2csnn2)C2CC2)o1 (centres undefined),20.2,-3.0,1.8,-6.5,-1.2,1.6,0.2,-1.6,25.7,105.2,16.6
Cc1ccc(C)c(Nc2nc3c(S(=O)(=O)c4ccccc4)nnn3c3ccccc23)c1,7.1,1.4,2.9,-6.5,-1.6,2.7,1.3,-7.5,-18.6,93.1,-6.7
Cc1cc(C)cc(C(=O)NCCCN2CCOCC2)c1,-13.6,-1.6,1.2,-1.9,4.3,1.6,0.3,7.8,5.0,114.8,8.7
